Compound activity: PubChem BioAssay, several laboratories
BioA inh – blocks M. tuberculosis BioA enzyme activity. purified M. tuberculosis BioA enzyme, plate reader. inhibition, % at 9.99 µM. 0.096% of 360,000 active; in the data active = inhibition above about 40%; inconclusive = no clear call, values can overlap the other calls
Rv3671c inh – Rv3671c (M. tuberculosis) protease inhibition; P9WHR9; inhibition, % at 5.96 µM; 0.048% of 320,000 active; AID 2606; in the data active = inhibition above about 38%;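 also: extracellular domain of Rv3671c used as enzyme; 0% = enzyme with DMSO and 100% = no enzyme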
Target sequence (P9WHR9 whole entry, looked up, the tested form may be a part): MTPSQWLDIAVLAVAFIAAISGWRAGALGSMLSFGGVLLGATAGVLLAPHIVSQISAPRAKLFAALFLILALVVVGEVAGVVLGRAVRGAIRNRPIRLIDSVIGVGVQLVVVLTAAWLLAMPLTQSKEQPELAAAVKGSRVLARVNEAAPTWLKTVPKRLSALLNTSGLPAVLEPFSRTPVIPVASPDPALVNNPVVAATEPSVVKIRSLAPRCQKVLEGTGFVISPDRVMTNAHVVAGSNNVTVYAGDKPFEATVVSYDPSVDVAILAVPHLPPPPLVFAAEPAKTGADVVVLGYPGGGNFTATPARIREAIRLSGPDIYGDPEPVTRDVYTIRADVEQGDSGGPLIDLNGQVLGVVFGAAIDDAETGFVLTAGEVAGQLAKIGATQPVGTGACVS
MazF activator – MazEF (E. coli) toxin RNase activation | P0AE70 | FAM/BHQ RNA-DNA oligo cleavage fluorescence, 5 h | activation, % at 20 µM | AID 504720 | 0.32% of 350,000 active; in the data active = activation above about 50%
Target sequence (P0AE70 whole entry, looked up): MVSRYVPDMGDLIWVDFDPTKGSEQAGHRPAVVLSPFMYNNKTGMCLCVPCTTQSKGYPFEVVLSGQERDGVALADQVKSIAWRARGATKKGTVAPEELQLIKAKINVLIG
UGM FP inh – Mtb UDP-galactopyranose mutase inhibition. purified UGM, fluorescence polarization probe displacement. AID 504406. inhibition, % at 10 µM. 0.06% of 320,000 active. P9WIQ1; in the data active = inhibition above about 10%, passing the limit was not always enough; inconclusive = no clear call, values can overlap the other calls
GDH-TPI inh – GDH-TPI coupled enzyme inhibition counter-screen | GDH-TPI coupled enzyme counterscreen, NADH absorbance | inhibition, % at 4.8 µM | 1.2% of 360,000 active | AID 588335;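 also: 0% = DMSO wells and 100% = wells lacking the enzyme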
BoNT F protease – BoNT F light chain protease inhibition. Multiplex microsphere protease cleavage assay, flow cytometry. inhibition, % at 10 µM. 0.22% of 360,000 active. AID 588497; in the data active = inhibition above about 35%, passing the limit was not always enough; inconclusive = no clear call, values can overlap the other calls; also: plate controls were buffer without enzyme for full effect and enzyme alone for no effect
CCHF vOTU inh – blocks the CCHF virus ovarian tumor domain protease | CCHFV vOTU protease, Pep-AMC fluorescence | inhibition, % at 11.5 µM | 0.55% of 370,000 active | AID 651958; also: 0% = vehicle wells with enzyme and 100% = no enzyme wells
VHR inh abs – blocks human VHR1 dual specificity phosphatase | inhibition, % at 13.3 µM | recombinant VHR phosphatase, pNPP absorbance | P51452 | 0.52% of 290,000 active; in the data active = inhibition above about 50%; also: some compounds called inactive have numbers as strong as hits
Target sequence (P51452 whole entry, looked up): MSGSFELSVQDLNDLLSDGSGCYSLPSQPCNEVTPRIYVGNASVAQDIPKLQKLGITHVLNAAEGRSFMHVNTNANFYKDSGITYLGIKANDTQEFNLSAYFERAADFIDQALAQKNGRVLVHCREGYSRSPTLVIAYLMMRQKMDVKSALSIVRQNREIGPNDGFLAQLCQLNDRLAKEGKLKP
FadD28 binding – M. tuberculosis FadD28 bisubstrate binding inhibition; FadD28 bisubstrate probe binding, fluorescence polarization; inhibition, % at 12.5 µM; 0.22% of 360,000 active; AID 588549; in the data active = inhibition above about 8.5%, passing the limit was not always enough; inconclusive = no clear call, values can overlap the other calls
Mtb FBA inh – inhibitors of M. tuberculosis fructose-bisphosphate aldolase. P9WQA3. purified M. tuberculosis FBA, fluorescence read-out. inhibition, % at 1 µM. 2.3% of 360,000 active. AID 588726; in the data active = inhibition above about 27%;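 also: 0% = vehicle and 100% = reference inhibitor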
Starred values were filed as active, the others as inactive; ? = inconclusive; nt = no result given. Rule as the data show it, unless noted: active = inhibition above about 30%; inactive = the rest. Hits appear at their usual frequency; about 4.9% have a hit in one of these screens.

1: C/C(=N/NS(=O)(=O)c1ccc(Cl)cc1)c1cccc(O)c1
2: COc1ccc(OC)c(S(=O)(=O)N/N=C(/C)c2c[nH]c3ccccc23)c1
3: O=C(COc1cccc2ccccc12)N1CCN(c2ccccn2)CC1
4: CCOc1ccc(C(=O)NC(C)(C)CC)cc1
5: Cc1cccc(CNc2ccc(C(CC(N)=O)NC(=O)c3cccc(Br)c3)cc2[N+](=O)[O-])c1 (stereo not drawn)
6: Cc1cc(/C=N\NC(=O)CC(=O)NC2CCCCC2)c(C)n1-c1ccc(Cl)c(Cl)c1
7: O=C(O)CC1NC(=S)N(Cc2ccccc2)C1=O (stereo not drawn)
8: CC(C)(C)c1nnc2sc(SCC(O)=C(C#N)c3nc4ccccc4[nH]3)nn2c1=O
screen / no.	1	2	3	4	5	6	7	8
BioA inh	-0.6	-0.8	2.1	nt	-1.3	0.5	-2.0	-0.8
Rv3671c inh	-2	nt	-1	-1	-8	4	nt	nt
MazF activator	1	0	5	-9	3	-3	3	-24
UGM FP inh	-0.1	-1.3	0.1	0.6	-1.4	0.7	nt	nt
GDH-TPI inh	4	5	-2	1	11	9	0	9
BoNT F protease	0	-2	-21	-6	0	-4	-7	-13
CCHF vOTU inh	7	-1	5	16	6	17	-1	6
VHR inh abs	7	14	-16	12	15	27	nt	nt
FadD28 binding	-1.4	-0.7	-1.3	-0.9	-1.2	2.1	-1.5	-2.9
Mtb FBA inh	-1	2	13	-4	-2	4	2	0

9: CC(=O)Nc1ccc(S(=O)(=O)N2CCN(C(=O)c3ncoc3-c3cccc(F)c3)CC2)cc1
10: CN(C)C(=O)CN1CCN(c2nc3nonc3nc2N2CCCCC2)CC1
11: OC(Cc1cccc(C=NN2CCOCC2)n1)(C(F)(F)F)C(F)(F)F
12: O=C(c1nnc(-c2ccc(Cl)cc2)o1)C1CCCC1
13: CCOC(=O)c1ccc(NC(=O)CSC2=NN3CCCC(=O)N=C3S2)cc1
14: Cc1onc(-c2ccccc2Cl)c1C(=O)N1CCCc2ccccc21
15: CC1CN(C(=O)c2cc3c(=O)n4ccccc4nc3s2)CC(C)O1 (stereo not drawn)
16: COc1cccc(C(=O)C2CCCN(Cc3ccccn3)C2)c1 (stereo not drawn)
screen / no.	9	10	11	12	13	14	15	16
BioA inh	0.8	nt	-0.1	-0.5	-3.2	0.0	1.6	nt
Rv3671c inh	1	3	nt	4	5	-2	-2	-10
MazF activator	-22	-21	0	7	3	-2	-1	5
UGM FP inh	2.5	0.5	nt	0.1	-1.7	0.0	3.8	1.1
GDH-TPI inh	3	15	13	15	-3	5	34*	11
BoNT F protease	-9	-1	-2	-1	1	-12	0	-13
CCHF vOTU inh	-2	-6	13	-8	-12	-18	-122	8
VHR inh abs	-3	26	nt	51*	21	4	-15	13
FadD28 binding	-0.8	-1.0	-1.3	0.1	-2.3	-4.7	-0.9	-0.1
Mtb FBA inh	2	2	1	2	-2	-3	196*	-1

17: Cc1oc(C(C)(C)C)cc1C(=O)NCC(=O)NCC(=O)O
18: O=C(NC1CCCC1)C(c1ccncc1)N(Cc1ccccc1F)C(=O)c1csnn1 (stereo not drawn)
19: Cn1nc(C(=O)Nc2ccc(S(=O)(=O)Nc3ncccn3)cc2)ccc1=O
20: O=C(O)CCSc1nnc(SCC(=O)NCC(F)(F)F)s1
21: Cc1cc(S(=O)(=O)Nc2cccnc2)c(Cl)cc1Cl
22: Cc1ccc(/C=N/NC(=O)c2cc3c(s2)CCCC3)o1
23: C[C@H](NC(=O)[C@@H]1Cc2ccccc2CN1C(=O)OC(C)(C)C)C(=O)NCC1CCCO1 (stereo partly drawn)
24: COc1ccc(-c2cc(NC=O)c3ncc(-c4cccc(C(=O)N(C)C)c4)n3c2)cn1
screen / no.	17	18	19	20	21	22	23	24
BioA inh	-0.3	-3.1	-2.4	nt	-1.6	0.8	-1.7	42*
Rv3671c inh	-6	-13	1	-2	-6	-6	-2	nt
MazF activator	-4	8	-5	2	-21	3	3	nt
UGM FP inh	-1.8	-0.6	-1.7	1.6	1.3	1.3	-2.7	nt
GDH-TPI inh	2	-7	17	11	-3	40*	4	14
BoNT F protease	-15	-6	-12	1	-2	-3	4	-9
CCHF vOTU inh	5	13	-2	-6	12	12	1	13
VHR inh abs	7	26	7	-6	-2	nt	-17	nt
FadD28 binding	-1.7	-1.4	-1.5	-3.4	-1.5	2.3	-3.5	-2.1
Mtb FBA inh	3	1	4	0	-2	2	1	3

25: Cc1ccc(C(=O)O)cc1N=Cc1cc(Br)cc(Br)c1O
26: O=c1ccn(C2CCCO2)c(=O)[nH]1 (stereo not drawn)
27: O=C(Nc1cccc2ccccc12)C1CCN(C(=O)NCc2ccccc2)CC1
28: CC1CCCCC12NC(=O)N(CC(=O)OCC(=O)NCc1ccc(F)cc1)C2=O (stereo not drawn)
29: CCCC(=O)N1CCCC1(C)C(=O)NCc1ccc(F)cc1Cl (stereo not drawn)
30: C/C(=N\NC(=O)Cn1nc(C)c(Br)c1C)c1cccs1
31: CCn1c(=S)[nH]c2cc(Cl)ccc21
32: C/C(=N\NC(=O)c1ccn[nH]1)c1cn(C)nc1C
screen / no.	25	26	27	28	29	30	31	32
BioA inh	nt	0.2	-0.3	-5.9	2.1	-1.1	nt	0.2
Rv3671c inh	1	nt	-5	-11	nt	2	-2	-2
MazF activator	8	8	-6	4	nt	-1	2	8
UGM FP inh	2.2	nt	-5.2	-1.4	nt	-1.5	0.7	-1.4
GDH-TPI inh	-6	0	2	-9	-2	-4	-1	15
BoNT F protease	2	-8	-4	1	1	-26	?	-13
CCHF vOTU inh	nt	9	35*	35*	-12	-11	-6	-9
VHR inh abs	16	nt	10	nt	nt	-4	25	-7
FadD28 binding	-2.5	-2.9	-1.3	0.6	-2.9	-5.3	-1.2	-3.8
Mtb FBA inh	8	-3	1	5	-3	2	0	1

Some of these compounds in order of molar mass, largest number first:
29: CCCC(=O)N1CCCC1(C)C(=O)NCc1ccc(F)cc1Cl (stereo not drawn)
32: C/C(=N\NC(=O)c1ccn[nH]1)c1cn(C)nc1C
31: CCn1c(=S)[nH]c2cc(Cl)ccc21
screen / no.	29	32	31
BioA inh	2.1	0.2	nt
Rv3671c inh	nt	-2	-2
MazF activator	nt	8	2
UGM FP inh	nt	-1.4	0.7
GDH-TPI inh	-2	15	-1
BoNT F protease	1	-13	?
CCHF vOTU inh	-12	-9	-6
VHR inh abs	nt	-7	25
FadD28 binding	-2.9	-3.8	-1.2
Mtb FBA inh	-3	1	0

(further entries)
33: CSc1nc2ccc(NS(=O)(=O)c3cccc(Cl)c3Cl)cc2s1
34: CCOC(=O)C1=C(O)/C(=C/c2ccc(OCC(=O)O)c(OCC)c2)SC1=Nc1ccc(C)cc1
35: Cc1cccc(-n2ccnc2SCC(=O)Nc2nccs2)c1
36: O=C(c1ccco1)N1CCN=C1SCc1ccccc1F
37: CCc1nnc(NC(=O)CCC(=O)NCc2ccc(OC)cc2)s1
38: Cc1ccc(C(=O)Nc2ccc(S(=O)(=O)N3CCCC3)cc2)o1
39: C/C(=N\N1CCN(Cc2ccccc2)CC1)c1ccco1
40: CSc1ccc(CN(C)C(=O)C(Cc2ccccc2)NC(=O)c2ccccc2)cc1 (stereo not drawn)
screen / no.	33	34	35	36	37	38	39	40
BioA inh	0.2	nt	-0.5	0.2	-1.6	2.2	nt	0.5
Rv3671c inh	-16	-3	-2	-3	4	-4	5	-7
MazF activator	-4	-6	3	1	-4	0	-17	2
UGM FP inh	-0.8	-0.5	-0.6	-0.5	1.0	-1.4	1.9	2.5
GDH-TPI inh	12	24	1	3	10	1	3	-1
BoNT F protease	2	-1	-2	-10	nt	-3	3	1
CCHF vOTU inh	2	15	6	-10	-4	-6	-10	17
VHR inh abs	26	24	19	6	12	2	33	10
FadD28 binding	-4.3	-6.2	-2.0	-1.5	-2.3	-0.1	1.7	-2.6
Mtb FBA inh	-3	-4	1	1	2	-3	-3	0

41: N#Cc1c(Cl)cccc1N1CCCC1
42: O=C(O)CSc1nnc(-c2ccccc2O)n1Cc1ccccc1
43: O=C(CC1(O)C(=O)Nc2ccccc21)c1ccccc1 (stereo not drawn)
44: COc1ccc(-c2noc(CCC(=O)NC3CCN(Cc4ccccc4)CC3)n2)cc1
45: O=C(c1cccs1)N1CCN(Cc2ccccn2)CC1
46: O=C(Nc1ccccc1-c1ccccc1)c1cnccn1
47: Cc1ccc(S(=O)(=O)NC(C(=O)N2CCN(S(=O)(=O)c3cccc(F)c3)CC2)C(C)C)cc1 (stereo not drawn)
48: Cc1ccc(OCCC(=O)NNC(=O)c2ccccc2F)cc1
screen / no.	41	42	43	44	45	46	47	48
BioA inh	-2.3	-2.2	-1.1	nt	-0.4	0.5	-0.1	0.1
Rv3671c inh	3	7	-5	4	0	2	nt	13
MazF activator	-4	5	-42	1	-4	-7	0	8
UGM FP inh	2.0	0.0	-0.7	1.4	0.4	2.7	nt	1.9
GDH-TPI inh	17	-9	6	0	5	7	1	-4
BoNT F protease	nt	-4	-5	30	-1	22	-9	nt
CCHF vOTU inh	-11	14	0	-12	4	4	-9	-1
VHR inh abs	4	18	-13	12	0	19	nt	nt
FadD28 binding	0.9	-2.0	-1.7	-2.1	-0.8	-3.6	-0.2	0.6
Mtb FBA inh	-1	0	0	0	2	-4	2	0

Compound profiles, as listed above. Order of screens: BioA inh | Rv3671c inh | MazF activator | UGM FP inh | GDH-TPI inh | BoNT F protease | CCHF vOTU inh | VHR inh abs | FadD28 binding | Mtb FBA inh
O=C(CC1(O)C(=O)Nc2ccccc21)c1ccccc1 (stereo not drawn) is listed as -1.1 | -5 | -42 | -0.7 | 6 | -5 | 0 | -13 | -1.7 | 0
O=C(Nc1ccccc1-c1ccccc1)c1cnccn1 is listed as 0.5 | 2 | -7 | 2.7 | 7 | 22 | 4 | 19 | -3.6 | -4
O=C(O)CSc1nnc(-c2ccccc2O)n1Cc1ccccc1 is listed as -2.2 | 7 | 5 | 0.0 | -9 | -4 | 14 | 18 | -2.0 | 0

Following part.
49: COc1ccc(-c2noc(CCC(=O)N3CCN(c4cccc(OC)c4)CC3)n2)cc1
50: CCOC(=O)N1CCN(C(=O)c2cc3cc(C)ccc3[nH]2)CC1
51: CC(=O)c1c(C)[nH]c(C(=O)OCC(=O)NCc2ccc(Cl)cc2)c1C
52: NC(=O)CSc1nc2cc([N+](=O)[O-])ccc2n1-c1cccc(C(F)(F)F)c1
53: Cc1ccccc1NC(=O)c1sc2nc[nH]c(=O)c2c1C
54: O=C(c1ccc2c(=O)n3c(nc2c1)CCCCC3)N1CCN(c2ccc(F)cc2)CC1
55: O=C(O)c1cccc(Cn2c(Cl)c(/C=N/NC(=O)c3ccccc3)sc2=O)c1
56: O=C(Oc1cccc(Br)c1)c1cccnc1
screen / no.	49	50	51	52	53	54	55	56
BioA inh	0.6	-1.1	4.7	-1.1	-2.1	0.0	3.3	-2.4
Rv3671c inh	nt	10	1	-4	2	-3	0	-2
MazF activator	6	6	4	-1	12	12	3	0
UGM FP inh	nt	3.5	4.3	1.0	3.1	-0.3	-0.8	2.6
GDH-TPI inh	8	8	-4	20	17	6	56*	8
BoNT F protease	2	-18	-10	13	-2	6	-14	30
CCHF vOTU inh	20	11	6	5	14	-4	8	-75
VHR inh abs	nt	8	nt	16	-4	-5	20	13
FadD28 binding	-1.1	-0.6	-1.4	-2.6	-1.0	0.0	-13	1.6
Mtb FBA inh	-1	3	0	4	1	-1	-7	-8
